# hERG WT inh = qHTS for Inhibitors of KCHN2 3.1: Wildtype qHTS | U2OS, BacMam KCNH2, thallium flux FluxOr; active compounds read low | activity change, % at 1.84 µM | hit rate 0.37% among 340,000;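 active = maximum activity change below -70%; inconclusive = maximum activity change between -70% and -50%; inactive = maximum activity change above -50%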; also: % is scaled to controls: 0 for no effect and ±100 for the full control effect
# Target sequence (Q12809 whole entry, looked up): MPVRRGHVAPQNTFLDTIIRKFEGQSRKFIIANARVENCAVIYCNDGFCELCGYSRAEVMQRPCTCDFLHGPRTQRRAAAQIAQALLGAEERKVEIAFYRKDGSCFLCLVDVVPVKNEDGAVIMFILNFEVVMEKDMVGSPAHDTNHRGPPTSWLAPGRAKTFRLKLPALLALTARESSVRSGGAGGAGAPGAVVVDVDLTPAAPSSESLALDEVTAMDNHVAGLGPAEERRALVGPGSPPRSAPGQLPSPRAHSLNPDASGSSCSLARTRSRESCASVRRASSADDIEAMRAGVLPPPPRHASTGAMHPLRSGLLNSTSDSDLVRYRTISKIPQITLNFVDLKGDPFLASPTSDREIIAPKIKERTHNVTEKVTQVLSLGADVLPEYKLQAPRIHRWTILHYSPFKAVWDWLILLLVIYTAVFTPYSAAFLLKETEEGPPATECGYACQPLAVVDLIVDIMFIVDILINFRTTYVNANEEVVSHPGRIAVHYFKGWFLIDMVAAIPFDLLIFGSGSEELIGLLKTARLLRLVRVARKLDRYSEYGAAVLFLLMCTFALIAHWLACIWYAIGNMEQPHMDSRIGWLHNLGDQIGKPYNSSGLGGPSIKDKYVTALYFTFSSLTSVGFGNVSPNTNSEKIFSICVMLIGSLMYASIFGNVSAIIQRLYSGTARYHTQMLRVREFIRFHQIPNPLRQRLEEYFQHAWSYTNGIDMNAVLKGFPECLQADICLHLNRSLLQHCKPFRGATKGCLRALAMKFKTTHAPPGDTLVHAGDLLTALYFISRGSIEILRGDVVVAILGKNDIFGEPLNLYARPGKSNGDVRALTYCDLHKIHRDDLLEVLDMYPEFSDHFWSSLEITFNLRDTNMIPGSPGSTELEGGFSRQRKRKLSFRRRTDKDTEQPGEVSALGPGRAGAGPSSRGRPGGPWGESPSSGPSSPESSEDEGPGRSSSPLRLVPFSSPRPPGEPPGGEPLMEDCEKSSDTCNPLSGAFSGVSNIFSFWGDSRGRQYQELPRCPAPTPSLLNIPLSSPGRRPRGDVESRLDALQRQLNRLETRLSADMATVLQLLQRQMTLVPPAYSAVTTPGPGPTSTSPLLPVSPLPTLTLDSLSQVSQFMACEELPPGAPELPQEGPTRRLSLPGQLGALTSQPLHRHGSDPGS
#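 U2OS cells were transduced with wild-type KCNH2 virus (2.03 x 10^8 / mL) for 4 h at room temperature, then cultured overnight at 37 C. Thallium flux was read with FluxOr dye. Rate constants were normalized to DMSO controls.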
# ASM inhibitor = Inhibitors of Secretory Acid Sphingomyelinase (S-ASM): qHTS. Sphingomyelin phosphodiesterase (Homo sapiens), P17405. placental ASM, HMU-PC fluorogenic substrate, 60 min. Potency, µM (highest dose often 57.5 µM), for inactives: top-dose activity change, negative = inhibition, most hits filed as inhibitors. hit rate 0.006% among 340,000; also: potency is read from the fitted curve at half-maximal effect
#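 Steps: dispense placental human ASM, pin compound, wait 10 min at room temperature, add HMU-PC0 substrate at 9 uM final, incubate 60 min at 37 °C, add stop solution raising pH to 10, read fluorescence.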
# Menin-MLL TR inh = qHTS Assay for Inhibitors Targeting the Menin-MLL Interaction in MLL Related Leukemias: Competition With Texas Red Labeled MLL-derived Mutant Peptide; Potency, µM (titrated, usually from 61.6 µM), for inactives: top-dose FP activity change, negative = inhibition, usual class: inhibitors; Menin + Texas Red MLL mutant peptide, fluorescence polarization; O00255; hit rate 0.23% among 270,000; active = well fitted inhibition curve with a large enough effect in the polarisation, with a control signal flat, not every such curve was filed as active; inconclusive = small, poorly fitted or top-dose-only effect, or effect the other way, or a change in a side signal; inactive = no such curve, though single readings can be large or run the other way; the % refers to the polarisation; also: potency is read from the fitted curve at half-maximal effect; % of control where 0% means no effect; many of its hits are not listed in these tables
# MBNL1 CUG block = qHTS Assay for Inhibitors of MBNL1-poly(CUG) RNA binding; TR-FRET MBNL1-His/biotin-(CUG)12 binding, 665/545 ratio; Potency, µM (doses to about 57.5 µM), for inactives: top-dose activity change, negative = inhibition, actives largely listed as inhibitors; hit rate 0.036% among 280,000; AID 2675, 2010; active = well fitted inhibition curve with a large enough effect in the signal ratio, with a control signal flat, not every such curve was filed as active; inconclusive = small, poorly fitted or top-dose-only effect, or effect the other way, or a change in a side signal; inactive = no such curve, though single readings can be large or run the other way; the % refers to the signal ratio; also: potency is read from the fitted curve at half-maximal effect; % is scaled to controls: 0 for no effect and ±100 for the full control effect
#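 Ratiometric TR-FRET (665 over 545 nm, excitation 340 nm) tracks disruption of MBNL1-His/biotin-(CUG)12 complex after 60 min at room temperature, with compounds at 92 nM to 58 uM final.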
# BCR signal inh = qHTS Assay to Find Inhibitors of Chronic Active B-Cell Receptor Signaling; ABC-DLBCL IkBa-CBG/CBR reporter, luminescence ratio, 4 h; Potency, µM (titrated, usually from 46.1 µM), for inactives: at the top dose ratio change, negative = lower green/red ratio, usual class: inhibitors; hit rate 0.05% among 340,000; AID 493014, 2011; active = well fitted inhibition curve with a large enough effect in the signal ratio, with a control signal flat, not every such curve was filed as active; inconclusive = small, poorly fitted or top-dose-only effect, or effect the other way, or a change in a side signal; the % refers to the signal ratio;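 also: potency is read from the fitted curve at half-maximal effect; plate controls were basal doxycycline-induced cells for no effect and cells given 10 µM MG132 for full effect; MG132 reads +100%, hits lower the ratio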
#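 Doxycycline induced both beetle luciferases in TMD8 lymphoma cells; IKK-driven degradation limits the IkappaBalpha-fused green signal, while red luminescence normalises for cell number and nonspecific effects. Compounds tested up to 46 uM, 4 hrs.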
# Mito fusion yeast = qHTS Assay for Small Molecule Inhibitors of Mitochondrial Division or Activators of Mitochondrial Fusion; S. cerevisiae fusion-defective mutant growth rescue, CellTiterGlo 48 h; Potency, µM (doses to about 46.1 µM), inactives show at the top dose growth rescue (activation), most hits filed as activators; hit rate 0.23% among 320,000; AID 485298, 2010;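 also: potency is read from the fitted curve at half-maximal effect; % of control where 0% means no effect; nearly all actives have a fitted effect of over 45% in size; temperature-sensitive fusion mutants such as fzo1-1 at 37 °C on non-fermentable ethanol glycerol medium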
#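 Growth-rescue viability read-out: after 48 h at the non-permissive 37C in glycerol/ethanol YPEG, yeast mitochondrial fusion mutants are measured by CellTiterGlo luminescence; compounds (23 nl pinned per well) restoring growth score as division inhibitors or fusion activators.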
# GALK inh = qHTS Assay for Inhibitors of Human Galactokinase (GALK) | P51570 | Potency, µM (titrated, usually from 57.5 µM), inactives show at the highest dose activity change, negative = inhibition, actives largely listed as inhibitors | Purified GALK, Kinase-Glo residual ATP luminescence | hit rate 0.007% among 270,000; also: potency is read from the fitted curve at half-maximal effect; % is scaled to controls: 0 for no effect and ±100 for the full control effect
#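 5 nM enzyme, 35 uM ATP, 100 uM galactose, 20 mM HEPES pH8.0, 5 mM MgCl2; 1 h RT; residual ATP by Kinase-Glo Plus luminescence, qHTS format.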
# Eya2 phos inh = qHTS Assay for Inhibitors of the Phosphatase Activity of Eya2 | Protein phosphatase EYA2 (Homo sapiens), O00167 | recombinant Eya2, OMFP fluorescence dephosphorylation (OMFP is methylfluorescein phosphate) | Potency, µM (top dose mostly 76.9 µM), for inactives: at the top dose activity, negative = inhibition, usual class: inhibitors | hit rate 0.006% among 330,000 | AID 488837, 2010; also: potency is read from the fitted curve at half-maximal effect; % is scaled to controls: 0 for no effect and ±100 for the full control effect
#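 Eya2 protein (added as 0.2 uM solution) was preincubated with compound for 10 min at ambient temperature in 50 mM HEPES pH 7.5, 50 mM NaCl, 5 uM MgCl2, 0.05% BSA, 1 mM DTT. OMFP (added at 50 uM) then reacted 10 min; fluorescence read at 485/525 nm.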
# TSHR antag = Antagonists of the Thyroid Stimulating Hormone Receptor: HTS campaign. hit rate 0.2% among 330,000. Thyrotropin receptor (Homo sapiens), P16473. TSHR-expressing cells, TSH-stimulated cAMP HTRF, 2 h; active compounds read low. activity change, negative = inhibition, % at 11.5 µM. AID 504810, 2011;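 active = activity change below a set negative limit, meaning inhibition stronger than a set level, cut at about -70% in these data; inconclusive = activity change between two set negative limits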; also: % is scaled to controls: 0 for no effect and ±100 for the full control effect
#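 Read-out is FRET at 665 nm (cryptate excitation 337 nm) from a cryptate-tagged anti-cAMP antibody, competed by cell cAMP against cAMP-d2. Compounds are tested on freshly harvested TSHR cells challenged with 4nM TSH (EC80) for 2 hours at 37 deg C.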
# PKM2 act = qHTS Assay for Activators of Human Muscle isoform 2 Pyruvate Kinase. purified PKM2, Kinase-Glo ATP luminescence, activation; response scale: 0% is enzyme alone, no compound. Potency, µM (highest dose often 57.5 µM), for inactives: top-dose activation, usual class: activators. hit rate 0.34% among 260,000; also: potency is read from the fitted curve at half-maximal effect; % is scaled to controls: 0 for no effect and ±100 for the full control effect; nearly all actives have a fitted effect of over 55% in size
#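 Purified hPK-M2 (>95%) run at intermediate activity with 0.1 mM ADP and 0.5 mM PEP in 50 mM imidazole pH 7.2, KCl, MgCl2; 1 h room temperature. ATP formed read by Kinase-Glo luminescence; normalized to uninhibited and no-enzyme controls.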
# USP2a inh = qHTS Assay for Inhibitors of Ubiquitin-specific Protease USP2a Using CHOP2 as the Reporter | Ubiquitin carboxyl-terminal hydrolase 2 (Homo sapiens), O75604 | USP2 core, Ub-CHOP2 coupled fluorogenic reporter, 485/531 | Potency, µM (top dose mostly 38.3 µM), for the others: top-dose activity change, negative = inhibition, actives largely listed as inhibitors | hit rate 0.01% among 330,000 | AID 463254, 2010;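 also: potency is read from the fitted curve at half-maximal effect; plate controls were DMSO wells for no effect and full inhibition by NEM control for full effect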
#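 Cell-free coupled assay: 10nM USP2 core preincubated 30min RT with compound in Tris-HCl pH 8.0/CaCl2/CHAPS buffer, then 25nM Ub-CHOP2 and 25nM reporter substrate; fluorescence (Ex 485/Em 531) read after 60min RT, normalized to NEM inhibition, concentration-response curves fitted.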
# An asterisk follows results filed as active; i = inactive; ? = inconclusive; / = not tested or not shown; & = joins results of further samples; [ ] = another dose, or the depositor's remark. Unless noted, calls follow the shape of the dose curve; as a rule, active = well fitted curve in the direction sought with a large enough effect; inconclusive = small, poorly fitted or top-dose-only effect, or another doubt; inactive = no such curve, though single readings can be large; an effect the other way counts as inactive or inconclusive. The list is partial (hit frequency here may not be typical).
# Every second line gives: hERG WT inh	ASM inhibitor	Menin-MLL TR inh	MBNL1 CUG block	BCR signal inh	Mito fusion yeast	GALK inh	Eya2 phos inh	TSHR antag	PKM2 act	USP2a inh
COCCNC(=O)Cn1cc(/C=C2\C(=O)NC(=O)N(c3ccccc3F)C2=O)c2ccccc21
  1	-1%	-13%	-5%	1%	2%	-2%	?	2	/	2%
O=c1[nH]c(=O)n(Cc2ccc(F)cc2)c(O)c1C=NCC1CCCO1 (centres undefined)
  11	8%	-24%	-2%	-4%	-3%	0%	8%	6	2%	-8%
COC(=O)C1=C(c2ccc(F)cc2OCc2ccccc2)C[C@@H]2CC[C@H]1N2C(=O)NCc1ccccc1OC
  -2	3%	/	/	-6%	?	/	-14%	14	/	2%
Cc1ccccc1-n1c(O)c(/C=N/N2CCOCC2)c(=O)[nH]c1=S
  -3	0%	-2%	-21%	-1%	2%	/	-1%	17	-10%	0%
Cc1ccc(N2C(=O)NC(=O)/C(=C\c3ccsc3)C2=O)cc1C
  /	/	26%	4%	12%	-3%	0%	7%	-1	?	2%
O=c1[nH]c2ccccc2c(=O)n1-c1cccc(Cl)c1
  7	7%	0%	1%	-8%	6%	1%	15%	2	0%	-2%
Cc1ccc(S(=O)(=O)n2[nH]c(=O)cc2NC(=O)c2cccs2)cc1
  /	/	24%	?	0%	-3%	2%	2%	-12	-4%	-2%
CSc1ccc(C(=O)C2CCCN(C)C2)cc1 (centres undefined)
  7	3%	-8%	-9%	-4%	-5%	0%	-2%	-7	3%	3%
Cc1nn(Cc2ccccc2)c(C)c1C=C1C(=O)NC(=O)NC1=O
  -12	-1%	?	/	-3%	-6%	0%	-3%	15	7%	2%
Cc1ccc(-c2nc(CS(=O)CC(=O)N3CCC4(CC3)OCCO4)c(C)o2)cc1 (centres undefined)
  /	/	-2%	2%	-1%	-7%	1%	-23%	-2	7%	-2%
Nc1ccc(S(=O)(=O)N2CC3CC(C2)c2cccc(=O)n2C3)cc1 (centres undefined)
  2	-1%	0%	-5%	-2%	0%	4%	-16%	3	-3%	2%
c1ccc(C2OCCN3CCCCC23)cc1 (centres undefined)
  1	1%	0%	-18%	1%	-7%	2%	1%	-16	-4%	3%
O=C(O[C@@H]1Cc2c(O)cc(O)cc2O[C@@H]1c1cc(O)c(O)c(O)c1)c1cc(O)c(O)c(O)c1
  /	/	?	2%	11%	-4%	10µM*	1%	1	?	0%
CNC(=O)Oc1ccc(-c2cn3cc(Cl)ccc3n2)cc1
  -5	9%	0%	9%	?	10%	0%	-3%	3	-14%	2%
C=CCN=C(SCC(=O)c1ccc(Cl)cc1)c1c(O)n(C)c(=O)n(C)c1=O
  -31	-1%	/	-10%	?	-1%	-1%	3%	-3	4%	6%
COc1cc(/C=N/n2cnnc2)ccc1OC(=O)N(C)C
  4	1%	/	-9%	?	1%	0%	0%	5	10%	1%
O=C(CCN1CCOCC1)NCC(=O)Nc1ccc(Br)cc1C(=O)c1ccccc1
  3	-2%	-4%	-3%	11%	3%	-5%	17%	-3	-2%	0%
Cc1ccc(Cl)cc1-n1c(O)c(C=NCCCN2CCOCC2)c(=O)[nH]c1=O
  -4	1%	-9%	1%	0%	1%	-4%	2%	0	-1%	-1%
O=C(CCNC(=O)N1C[C@H]2C[C@@H](C1)c1cccc(=O)n1C2)Nc1ccc(F)cc1
  4	5%	2%	0%	-7%	0%	/	9%	-7	?	3%
COC(=O)C1=C(c2ccc(-c3ccccc3)c(F)c2)C[C@@H]2CC[C@H]1N2C(=O)NCCOc1ccc(OC)cc1
  8	-12%	/	/	?	?	/	-23%	-24	/	0%
O=C1CCCN1CC#CCN1CCCC1
  6	1%	-2%	-1%	0%	2%&-4%	1%	4%&-8%	-7&-1	-4%	2%
COc1ccccc1NC(=O)c1cc[n+](C)cc1
  -1	-2%	-10%	?	5%	0%	/	11%	-5	5%	0%
NS(=O)(=O)c1ccc(N=Nc2c(O)[nH]c(=S)[nH]c2=O)cc1
  -4	-16%	/	/	?	-2%	-1%	-8%	27	-15%	-5%
C=CCN(CC=C)C(=O)Nc1ccc(OCC)cc1
  3	3%	-6%	1%	4%	0%	-2%	-1%	5	-14%	-2%
O=C(COC(=O)Cc1ccccc1)Nc1ccc(F)cc1
  i	1%	5%	0%	?	5%	-1%	11%	1	3%	12%
COc1ccc(N2C(=O)NC(=O)/C(=C/c3ccc([N+](=O)[O-])s3)C2=O)cc1
  -5	-23%	/	?	10%	0%	8%	-3%	-7	27%	-2%
C[C@]12CC[C@@H](O)CC1=CC(=O)C1C2CC[C@]2(C)C(=O)CCC12 (some centres undefined)
  23	0%	/	/	0%	/	/	-6%	3	/	-2%
Cc1oc(-c2ccccc2F)nc1CS(=O)CC(=O)N1CCC2(CC1)OCCO2 (centres undefined)
  0	-1%	-3%	-11%	-6%	1%	0%	0%	-12	-2%	0%
O=C(c1cc(S(=O)(=O)N2CCOCC2)ccc1F)N1CCC2(CC1)OCCO2
  2	0%	0%	8%	-1%	6%	2%	14%	1	23%	2%
COc1ccc2c(c1)CC1(CN2C)C(=O)NC(=O)N(CCc2ccccc2)C1=O (centres undefined)
  1	-6%	-3%	-4%	-24%	-3%[0.369 µM]	-1%	19%	-3	4%	-8%

# (list continues)
# Every second line gives: hERG WT inh	ASM inhibitor	Menin-MLL TR inh	MBNL1 CUG block	BCR signal inh	Mito fusion yeast	GALK inh	Eya2 phos inh	TSHR antag	PKM2 act	USP2a inh
O=C(Nc1nc(-c2ccccc2)c(-c2ccccc2)s1)c1ccc(S(=O)(=O)N(CCCl)CCCl)cc1
  6	4%	?	35%[activator]	10%	-2%	2%	13%	21	-6%	-1%
CCOc1ccc(Cl)cc1CNCCc1ccccc1F
  5	1%	/	-12%	-1%	-2%	-2%	-3%	14	-1%	8%
CCC(=O)c1cn(Cc2ccccc2C#N)c2ccccc12
  -5	-2%	-2%	-1%	-2%	3%	0%	23%[15.4 µM]	-7	-1%	-1%
CC(/C=C(\C)Nc1ccccc1)=Nc1ccccc1
  3	1%	-12%	1%	-7%	-2%	13%	21%	19	21%	-1%

# Ordered by molar mass (largest number first): part of the list above
# Every second line gives: hERG WT inh	ASM inhibitor	Menin-MLL TR inh	MBNL1 CUG block	BCR signal inh	Mito fusion yeast	GALK inh	Eya2 phos inh	TSHR antag	PKM2 act	USP2a inh
O=C(c1cc(S(=O)(=O)N2CCOCC2)ccc1F)N1CCC2(CC1)OCCO2
  2	0%	0%	8%	-1%	6%	2%	14%	1	23%	2%
CCOc1ccc(Cl)cc1CNCCc1ccccc1F
  5	1%	/	-12%	-1%	-2%	-2%	-3%	14	-1%	8%
CC(/C=C(\C)Nc1ccccc1)=Nc1ccccc1
  3	1%	-12%	1%	-7%	-2%	13%	21%	19	21%	-1%

# Source: PubChem BioAssay (National Center for Advancing Translational Sciences (NCATS))
